# PGE2 EP2 inh: human EP2 receptor antagonists, primary screen, TR-FRET cAMP, C6 glioma cells; 260,000 compounds, 0.52% hits; AID 1422, 2008; inhibition, % at 25 µM; C6 glioma cells expressing human EP2; cells stimulated with saturating PGE2; Prostaglandin E2 receptor EP2 subtype (Homo sapiens), P43116;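 active = percent inhibition above 40 after rounding to a whole number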;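 note: rat C6 glioma host cells with rolipram phosphodiesterase inhibitor present; the protocol text gives 20 µM as final concentration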
# Target sequence (P43116 whole entry, looked up): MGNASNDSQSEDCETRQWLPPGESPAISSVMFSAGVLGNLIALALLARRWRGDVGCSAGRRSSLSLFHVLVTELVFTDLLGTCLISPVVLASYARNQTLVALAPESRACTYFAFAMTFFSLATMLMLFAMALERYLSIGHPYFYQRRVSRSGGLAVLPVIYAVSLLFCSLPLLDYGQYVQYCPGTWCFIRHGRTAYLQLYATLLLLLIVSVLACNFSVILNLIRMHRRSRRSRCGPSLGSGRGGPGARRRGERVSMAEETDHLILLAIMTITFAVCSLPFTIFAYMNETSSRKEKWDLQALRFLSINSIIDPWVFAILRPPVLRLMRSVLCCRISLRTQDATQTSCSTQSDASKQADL
# Furin inh: human furin inhibitors, primary screen, biochemical, fluorescence intensity; P09958; inhibition, % at 30 µM; 220,000 compounds, 0.061% hits; purified furin, fluorogenic substrate cleavage; AID 463115, 2010; in the data active = inhibition above about 25%; note: inactives centre near -15
# BaF3 parental: parental Ba/F3 cell viability inhibition, counter-screen for JAK2V617F inhibitor project, murine pro-B, CellTiter-Glo luminescence. CellTiter-Glo ATP luminescence. inhibition, % at 5.6 µM. 220,000 compounds, 1.1% hits;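 active = inhibition above a per-campaign cutoff, the mean inhibition of all tested compounds plus 3 SD, cut at about 27% in these data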;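 note: 0% = DMSO wells and 100% = JAK Inhibitor I control wells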
# Ba/F3 V617F tox: reduced viability of JAK2V617F-dependent Ba/F3 cells, primary screen, JAK2V617F inhibitor project, cell-based, Ba/F3 EpoR-JAK2V617F, luminescence; ATP luminescence; inhibition, % at 5.6 µM; 220,000 compounds, 1.1% hits; AID 1446, 2008;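 active = inhibition above the campaign mean plus 3 SD over all tested compounds, cut at about 24% in these data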;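 note: cytokine-independent growth of Ba/F3 cells driven by EpoR plus mutant JAK2; 0% = DMSO-treated cells and 100% = JAK inhibitor I control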
# PPC-1+TRAIL kill: compounds killing PPC-1 cancer cells with TRAIL present, primary screen, TRAIL potentiator project, ATPLite luminescence, uHTS; PPC-1 cells + TRAIL, ATPLite viability luminescence; cell killing (% activity), % at 4 µM; 220,000 compounds, 0.41% hits; AID 1443, 2008;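 active = cell killing above 50% in the first pass at 4 µM, then a duplicate retest at 5 µM averaging 50% or more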;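 note: plate controls were cells with TRAIL plus DMSO for no effect and medium-only wells lacking cells for full effect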
# p47phox inh: p47phox/p22phox peptide binding inhibitors, primary screen, biochemical, uHTS, NADPH oxidase regulatory subunit | Neutrophil cytosol factor 1 (Homo sapiens), P14598 | fluorescence polarization, 2 h | inhibition, % at 24.7 µM | 220,000 compounds, 0.53% hits | AID 1274, 2008;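 active = inhibition above about 30%, limit read from the data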;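 note: 0% = p47phox with labelled peptide and 100% = labelled peptide alone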
# Target sequence (P14598 whole entry, looked up): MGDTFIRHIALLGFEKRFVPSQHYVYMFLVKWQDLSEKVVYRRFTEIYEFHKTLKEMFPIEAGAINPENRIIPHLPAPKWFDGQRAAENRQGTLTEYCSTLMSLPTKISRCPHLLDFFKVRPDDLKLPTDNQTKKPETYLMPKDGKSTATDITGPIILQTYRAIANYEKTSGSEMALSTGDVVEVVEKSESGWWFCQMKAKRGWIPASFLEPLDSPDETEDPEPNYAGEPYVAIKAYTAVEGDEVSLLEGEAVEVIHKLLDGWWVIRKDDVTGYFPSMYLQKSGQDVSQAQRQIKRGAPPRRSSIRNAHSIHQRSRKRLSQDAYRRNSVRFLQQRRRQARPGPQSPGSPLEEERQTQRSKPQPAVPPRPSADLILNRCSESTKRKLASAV
# p97 inhibitor: inhibitors of human p97 ATPase, primary screen, biochemical; 220,000 compounds, 0.42% hits; inhibition, % at 8 µM; recombinant p97 ATPase, Kinase-Glo ATP luminescence, 3 h; AID 1481, 2009; in the data active = inhibition above about 15%;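 note: 0% = DMSO vehicle and 100% = wells lacking enzyme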
# RBBP9 inh: human RBBP9 inhibitors, primary screen, biochemical, fluorescence polarization, FP-Rh probe, HTS | Serine hydrolase RBBP9 (Homo sapiens), O75884 | recombinant RBBP9 | inhibition, % at 7.94 µM | 220,000 compounds, 0.2% hits;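 active = inhibition above the campaign mean of all tested compounds plus 3 SD, cut at about 14% in these data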;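 note: plate controls were DMSO wells with RBBP9 for no effect and wells lacking RBBP9 protein for full effect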
# Target sequence (O75884 whole entry, looked up): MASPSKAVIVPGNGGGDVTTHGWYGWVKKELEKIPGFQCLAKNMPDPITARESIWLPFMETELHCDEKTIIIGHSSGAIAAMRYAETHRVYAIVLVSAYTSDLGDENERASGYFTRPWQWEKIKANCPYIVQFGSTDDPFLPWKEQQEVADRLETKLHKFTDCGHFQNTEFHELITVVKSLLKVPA
#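 Test system – recombinant human RBBP9 · Input – RBBP9 2.5 µM in dispensing solution, pre-mixing · Medium – Tris buffer pH 8.0, NaCl, Pluronic · Schedule – preincubation 30 min plus labeling 45 min at 25 °C · Measured by – fluorescence polarization · Measure – % inhibition · Controls – DMSO and no-protein wells · Replicates – one well per compound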
# TbHK1 inh: Trypanosoma brucei hexokinase 1 inhibitors, primary screen, biochemical, G6PDH-coupled NADH absorbance, MLSCN library | 220,000 compounds, 0.11% hits | hexokinase 1 [Trypanosoma brucei] | recombinant TbHK1, G6PDH-coupled NADH A340 | AID 1430, 2008 | inhibition, % at 10 µM;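 active = inhibition of 50% or more in the single-dose primary screen; inactive = inhibition below 50%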
# An asterisk follows results filed as active; / = not tested or not shown; [ ] = another dose, or the depositor's remark. An excerpt; rates above refer to the full screens.
1	CCOC(=O)c1ccc(NC(=O)CSc2nc3c(c(=O)n2CC)SC(C)C3)cc1 (stereo unspecified)
2	CCN1CCN(C(CC(C)C)c2nnnn2CS(=O)(=O)c2ccc(C)cc2)CC1 (stereo unspecified)
3	CCC(C)(C)c1ccc(OCCCC[n+]2ccc(C)cc2)c(C(C)(C)CC)c1
4	Cc1ccc(NC(=O)N/C=C/c2ccco2)c(C)c1
5	c1nc(N2CCC3(CC2)OCCO3)c2c3c(sc2n1)CCCC3
6	CCOCCCNC(=O)C(NC(=O)c1ccccc1O)c1ccccc1 (stereo unspecified)
7	Cc1ccccc1C(=O)NNC(=S)NC(=O)c1ccc(Cl)cc1Cl
8	CCn1cc(C(=O)NCCN(C)CCc2ccccc2)c(=O)c2cc(S(=O)(=O)N(C)C)ccc21
9	COCCNS(=O)(=O)c1ccc2c(c1)C(=O)c1cc(S(=O)(=O)NCCOC)ccc1-2
10	COC(=O)C1=C(CN2CCSCC2)NC(=O)NC1c1cc(C)ccc1C (stereo unspecified)
Screen / compound no.	1	2	3	4	5	6	7	8	9	10
p47phox inh	-20	-3	33*	-42	-5	-8	-7	-7	-13	-18
PPC-1+TRAIL kill	-16	-7	47	22	1	8	2	-19	-5	17
PGE2 EP2 inh	7	11	14	8	17	9	16	7	4	4
p97 inhibitor	2	3	-2	2	-1	7	4	1	-3	1
TbHK1 inh	3	6	18	-1	-5	-10	2	-20	-6	3
RBBP9 inh	0	-9	-10	-4	-9	1	4	-3	-8	0
Ba/F3 V617F tox	-3	-1	102*	-2	0	-3	-3	-1	-5	-2
Furin inh	-18	-8	-7	-6[20 µM]	-26	-29	-19[20 µM]	20[20 µM]	-17[20 µM]	-28[20 µM]
BaF3 parental	-1	4	103*	4	1	2	2	5	7	4

11	Cc1ccc(NC(=O)Cn2cnc3c(=O)n(C)c(=O)n(C)c32)c(C)c1
12	CCOC(=O)N1CCC(Nc2cc(C)nc3c(-c4ccccc4OC)c(C)nn23)CC1
13	COc1ccccc1N1CCN(C(=O)CSc2nnc(NC(=O)C3CCC3)s2)CC1
14	CCCOc1nc(SCCC)nc2c1cnn2-c1ccccc1
15	COc1ccc(NC2=NC(=S)N(c3cccc(C)c3)C23CCCCC3)cc1
16	CC(C)C1OC(c2cccc(NC(=O)c3cccs3)c2)OCC1(C)C (stereo unspecified)
17	Nn1c(SCC(=O)Nc2ccc(S(N)(=O)=O)cc2)nnc1C(F)(F)F
18	COCCCNC(=O)c1ccc(C2SCC(=O)N2Cc2ccco2)cc1 (stereo unspecified)
19	COC(=O)Cc1c(C)nc2nc(Cc3ccccc3)[nH]n2c1=O
20	O=C(c1cccs1)N1CCN(S(=O)(=O)c2ccc(F)cc2)CC1
Screen / compound no.	11	12	13	14	15	16	17	18	19	20
p47phox inh	-19	-6	-17	-9	-8	-13	-5	-2	-3	2
PPC-1+TRAIL kill	6	3	-13	-1	11	2	-5	19	-22	12
PGE2 EP2 inh	17	/	4	8	/	4	11	7	7	4
p97 inhibitor	4	-1	-6	-3	1	4	7	5	3	4
TbHK1 inh	2	-7	-8	15	-2	4	-9	1	5	-2
RBBP9 inh	-2	-5	-5	2	-12	-5	1	-13	0	2
Ba/F3 V617F tox	-3	2	1	4	-2	0	-2	-2	1	0
Furin inh	-22[20 µM]	-26	-25	-5	-18[20 µM]	-31	-14	-18	-11[20 µM]	-30
BaF3 parental	0	9	4	-2	2	8	-4	5	-2	9

# By substructure, the compounds so far with a thiophene ring, fused or not.
5	c1nc(N2CCC3(CC2)OCCO3)c2c3c(sc2n1)CCCC3
16	CC(C)C1OC(c2cccc(NC(=O)c3cccs3)c2)OCC1(C)C (stereo unspecified)
20	O=C(c1cccs1)N1CCN(S(=O)(=O)c2ccc(F)cc2)CC1
Screen / compound no.	5	16	20
p47phox inh	-5	-13	2
PPC-1+TRAIL kill	1	2	12
PGE2 EP2 inh	17	4	4
p97 inhibitor	-1	4	4
TbHK1 inh	-5	4	-2
RBBP9 inh	-9	-5	2
Ba/F3 V617F tox	0	0	0
Furin inh	-26	-31	-30
BaF3 parental	1	8	9

# Further entries
21	CCN(CC)CC(O)COC(c1ccccc1)c1ccccc1 (stereo unspecified)
22	CCN(CC)CCNC(=S)Nc1ccc(F)cc1
23	O=S(=O)(NC(=NCCc1ccc(Cl)cc1)c1ccccc1Cl)c1cccs1
24	CCCCn1c(=O)[nH]c(=O)c2c1nc(COC(=O)c1c(C)noc1C)n2CCC
25	COc1ccc(N(CC(=O)N2CCN(c3ccccc3F)CC2)S(=O)(=O)c2c(C)n[nH]c2C)cc1
26	COc1ccc(C(=O)NC2CCCCCC2)cc1S(=O)(=O)N1CCCc2ccccc21
27	Cc1nc2sccn2c1P(c1c(C)nc2sccn12)c1c(C)nc2sccn12
28	CCOC(=O)C1=C(N)n2c(s/c(=C\c3ccco3)c2=O)=C(C(=O)OC(C)C)C1c1ccco1 (stereo unspecified)
29	O=C(CSc1nnc(Nc2ccccc2F)s1)Nc1cccc(S(=O)(=O)N2CCCCC2)c1
30	CCc1nnc(N/N=C/c2ccc(-c3ccc([N+](=O)[O-])cc3)o2)n1N
Screen / compound no.	21	22	23	24	25	26	27	28	29	30
p47phox inh	-6	6	-13	-8	-30	-14	-4	-15	-17	/
PPC-1+TRAIL kill	13	2	-1	10	-4	34	19	10	12	32
PGE2 EP2 inh	3	2	9	5	8	12	6	17	11	8
p97 inhibitor	-3	-5	4	-2	4	-1	-3	-6	8	5
TbHK1 inh	0	6	5	19	-4	4	-4	-20	24	-18
RBBP9 inh	-5	-8	-6	-12	-4	-5	-12	-3	-11	4
Ba/F3 V617F tox	2	4	-2	5	-3	0	2	5	0	1
Furin inh	-18	-16	-20	-8	-29	-14[20 µM]	-12	-17[20 µM]	-14	-24
BaF3 parental	2	5	7	6	-2	4	0	7	5	6

# Some of these compounds in order of length of the SMILES, smallest number first.
22	CCN(CC)CCNC(=S)Nc1ccc(F)cc1
21	CCN(CC)CC(O)COC(c1ccccc1)c1ccccc1 (stereo unspecified)
30	CCc1nnc(N/N=C/c2ccc(-c3ccc([N+](=O)[O-])cc3)o2)n1N
25	COc1ccc(N(CC(=O)N2CCN(c3ccccc3F)CC2)S(=O)(=O)c2c(C)n[nH]c2C)cc1
Screen / compound no.	22	21	30	25
p47phox inh	6	-6	/	-30
PPC-1+TRAIL kill	2	13	32	-4
PGE2 EP2 inh	2	3	8	8
p97 inhibitor	-5	-3	5	4
TbHK1 inh	6	0	-18	-4
RBBP9 inh	-8	-5	4	-4
Ba/F3 V617F tox	4	2	1	-3
Furin inh	-16	-18	-24	-29
BaF3 parental	5	2	6	-2

# New compounds follow.
31	COCCn1nnnc1CN1CCN(c2cccc(C(F)(F)F)c2)CC1
32	O=C(Nc1ccccc1-c1ccccc1NC(=O)c1ccco1)c1ccco1
33	CC(C)(C)c1csc(NC(=O)Cc2cccs2)n1
34	Cc1cc(NC(=O)Cn2cc([N+](=O)[O-])cn2)n(Cc2ccc(F)cc2)n1
35	Cc1cc(OCC(C)C)ccc1/C(O)=C1/C(=O)C(=O)N(Cc2cccnc2)C1c1ccncc1 (stereo unspecified)
36	COc1cc(C(=O)Nc2nc(-c3ccc(F)cc3)cs2)ccc1OCC(=O)N1CCOCC1
37	CC(=O)OCC(OC(C)=O)C(OC(C)=O)C(OC(C)=O)C(=O)Nc1cccc(C)c1 (stereo unspecified)
38	O=C(Cc1ccccc1)Nc1nnc(-c2cccc([N+](=O)[O-])c2)s1
39	Cc1ccccc1NS(=O)(=O)c1ccc(OCC(=O)NCc2ccco2)cc1
40	COc1ccc(OC)c(Cc2nnc(CCC(=O)NCc3ccc(C)s3)o2)c1
Screen / compound no.	31	32	33	34	35	36	37	38	39	40
p47phox inh	8	-15	-20	11	-18	-24	-11	-22	0	3
PPC-1+TRAIL kill	12	9	5	12	-17	9	-2	16	28	/
PGE2 EP2 inh	15	12	8	6	29	16	2	7	9	12
p97 inhibitor	5	9	-1	1	2	0	6	6	-2	3
TbHK1 inh	6	10	-1	1	-31	6	-6	-2	6	-3
RBBP9 inh	-5	-7	-2	-3	-2	-1	1	-4	0	5
Ba/F3 V617F tox	-4	-5	-1	0	1	0	-5	-2	-3	-1
Furin inh	-18	-18[20 µM]	-20	-2	-25[20 µM]	-7	0	-20	19[20 µM]	-30
BaF3 parental	0	3	5	7	2	5	-3	4	0	3

41	S=C(Nc1ccccc1)N1CCN(C2CCCCC2)CC1
42	CNC(=O)Cn1ncc2c(C)n(Cc3ccc(C)cc3)c(C)c2c1=O
43	Cc1ccc(C(=O)NNC(=O)c2ccc(C)cc2)cc1
44	O=C(Nc1cccnc1)c1cc(-c2ccc3c(c2)OCO3)on1
45	COc1ccc(C(=O)NC(=S)NCc2ccco2)cc1OC
46	CC/C(O)=C(\C#N)c1nnc2n1CCCCC2
47	COc1cccc(-n2c(SCC(=O)OC(C)C)nnc2-c2cccnc2)c1
48	CC(COC(=O)c1ccccc1)(COC(=O)c1ccccc1)/[N+]([O-])=C/c1ccccc1
49	O=C(O)c1nccnc1C(=O)Nc1ccccc1N1CCOCC1
50	CC(=O)c1ccc(NC(=S)N2CCN(C(=S)Nc3ccc(C(C)=O)cc3)C(C)C2)cc1 (stereo unspecified)
Screen / compound no.	41	42	43	44	45	46	47	48	49	50
p47phox inh	-22	-12	1	-33	-8	-16	-8	1	-12	13
PPC-1+TRAIL kill	18	4	19	17	-4	17	7	-9	17	0
PGE2 EP2 inh	17	12	5	6	22	8	3	1	5	5
p97 inhibitor	0	3	3	-7	1	4	1	-8	4	-2
TbHK1 inh	2	-4	2	-6	2	4	0	2	-8	1
RBBP9 inh	-6	0	-7	-6	-8	-4	-7	-8	0	-6
Ba/F3 V617F tox	0	-3	-5	5	-1	-2	1	6	-4	2
Furin inh	-25[20 µM]	-11	-26	-12	-25[20 µM]	-20[20 µM]	-10[20 µM]	1	-19	-16
BaF3 parental	3	8	1	0	4	2	1	9	0	8

51	C=CCNC(=O)CN(c1ccc(OC)cc1OC)S(C)(=O)=O
52	Brc1ccc(OCc2nnnn2-c2ccccc2)cc1
53	CCOc1ccc(C(=O)NCC(=O)OCC(=O)N2CCC(C)CC2)cc1
54	Cc1ccc(NC(=O)c2ccc(Cl)nc2)cc1
55	N=C1SC(CC(=O)Nc2ccccc2[N+](=O)[O-])C(=O)N1c1ccccc1 (stereo unspecified)
56	CC(=O)NCc1cc(-c2nn(C)c(=O)c3ccccc23)ccc1C
Screen / compound no.	51	52	53	54	55	56
p47phox inh	-13	13	2	6	-13	-3
PPC-1+TRAIL kill	16	8	-12	19	-4	-5
PGE2 EP2 inh	10	7	12	1	11	16
p97 inhibitor	0	0	0	-4	7	-2
TbHK1 inh	-6	1	-8	-2	-3	-4
RBBP9 inh	-5	-3	0	-1	5	1
Ba/F3 V617F tox	1	-1	-2	4	-1	2
Furin inh	-16[20 µM]	-14	-14[20 µM]	-13	-26	-12[20 µM]
BaF3 parental	3	5	0	3	-3	9

# Compound activity deposited in PubChem BioAssay by several laboratories.
